EBV gp42 block – Epstein-Barr virus gp42 inhibitors, primary screen, biochemical, uHTS, fluorescence polarization; Glycoprotein 42 (Epstein-Barr virus (strain AG876)), Q1HVG2; Fluorescence polarization binding assay, mP read-out; inhibition, % (tested at 21.74 µM); 0.42% of 220,000 active; in the data active = inhibition above about 50%
Target sequence (Q1HVG2 whole entry, looked up): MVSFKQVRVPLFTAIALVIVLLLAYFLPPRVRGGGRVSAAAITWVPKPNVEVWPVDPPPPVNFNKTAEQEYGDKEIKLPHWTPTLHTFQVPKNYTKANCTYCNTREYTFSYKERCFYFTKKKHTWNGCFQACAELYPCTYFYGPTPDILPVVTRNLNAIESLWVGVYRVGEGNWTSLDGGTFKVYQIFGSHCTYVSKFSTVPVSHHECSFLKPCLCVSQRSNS
eIF4E-4G inh – eIF4E–eIF4G protein interaction inhibitors, primary screen, biochemical, uHTS, TR-FRET, eIF4GI fragment; TR-FRET eIF4E-eIF4GI(517-606) binding, 2 h; 0.37% of 220,000 active; AID 782, 2007; inhibition, % at 21.7 µM; Eukaryotic translation initiation factor 4E (Mus musculus) + Eukaryotic translation …;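 also: 0% = full FRET control wells and 100% = background wells lacking eIF4GI fragment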
Furin inhibitor – human furin inhibitors, primary screen, biochemical, fluorescence intensity; purified furin, fluorogenic substrate cleavage; AID 463115, 2010; P09958; inhibition, % at 30 µM; 0.061% of 220,000 active; in the data active = inhibition above about 25%; also: inactives centre near -15
Target sequence (P09958 108-714 limits assumed): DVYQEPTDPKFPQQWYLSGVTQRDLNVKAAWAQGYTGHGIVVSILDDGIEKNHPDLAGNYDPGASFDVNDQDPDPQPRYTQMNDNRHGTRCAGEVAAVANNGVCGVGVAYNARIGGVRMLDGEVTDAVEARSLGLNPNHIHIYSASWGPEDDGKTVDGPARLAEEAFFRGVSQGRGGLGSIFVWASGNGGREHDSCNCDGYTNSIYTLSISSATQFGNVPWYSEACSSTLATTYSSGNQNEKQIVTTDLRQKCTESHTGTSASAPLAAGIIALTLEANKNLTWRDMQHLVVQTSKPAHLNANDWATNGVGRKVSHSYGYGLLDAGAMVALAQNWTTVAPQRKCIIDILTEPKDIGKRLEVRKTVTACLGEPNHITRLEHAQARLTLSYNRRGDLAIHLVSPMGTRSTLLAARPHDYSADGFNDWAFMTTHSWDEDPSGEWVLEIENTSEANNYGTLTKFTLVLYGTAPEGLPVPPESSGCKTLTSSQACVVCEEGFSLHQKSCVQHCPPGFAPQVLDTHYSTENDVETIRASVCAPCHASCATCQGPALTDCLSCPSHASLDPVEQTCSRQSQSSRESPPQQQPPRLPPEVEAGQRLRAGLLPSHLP
14-3-3 Bad PPI – inhibitors of 14-3-3 zeta/Bad binding, primary screen, biochemical, TR-FRET, bovine 14-3-3 zeta; 14-3-3 protein zeta/delta (Bos taurus), P63103; TR-FRET 14-3-3zeta/Dy647-pBad peptide displacement, 1 h; inhibition, % at 21.7 µM; 0.71% of 220,000 active;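 active = inhibition above about 70%, limit read from the data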;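 also: 0% = full 14-3-3 plus peptide FRET controls and 100% = background without 14-3-3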
Rad51 HR inh – human RAD51 strand exchange inhibitors, primary screen, biochemical, fluorescence; DNA repair protein RAD51 homolog 1 (Homo sapiens), Q06609; hRad51 DNA strand exchange, fluorescence dequenching; inhibition, % at 10 µM; 0.085% of 200,000 active; AID 1385, 2008;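 active = inhibition above 40% at the single screening dose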;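 also: 0% = DMSO control wells and 100% = blanks with heterologous ssDNA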
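System: human Rad51 nucleoprotein filaments preassembled on unlabelled ssDNA. Reagent: labelled 47-mer dsDNA for strand exchange. Schedule: 30-min compound preincubation and 15-min exchange, both room temperature. Measured by: FRET fluorescence dequenching, excitation 485 nm, emission 520 nm. Read-out: Fluorescence-based percent inhibition, control- and blank-normalised. Benchmarks: plate controls and plate blanks.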
KLK5 inh – human KLK5 protease inhibitors, primary screen, biochemical, 1536-well. inhibition, % at 5 µM. recombinant hK5, fluorogenic AMC substrate cleavage. AID 873, 2007. Kallikrein-5 (Homo sapiens), Q9Y337. 0.59% of 210,000 active;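 active = inhibition of 40% or more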;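 also: 0% = enzyme controls without compound and 100% = no-enzyme blanks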
KCC2 mod – KCC2 cotransporter modulators, thallium flux, primary screen, cell-based, HEK293 KCC2, FluoZin-2 fluorescence, MLSMR; KCC2 cells, thallium flux FluoZin-2 fluorescence; B-score of Tl+ flux slope (higher = more flux/activation; lower = inhibition) at 10 µM; 2.2% of 190,000 active; AID 1456, 2008;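 active = thallium flux slope and its plate-corrected score both differing from the plate sample mean at a set confidence after two filtering rounds, in either direction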;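 also: slope of fluorescence scaled to starting intensity during 10 to 20 s after thallium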
thrombin 1536 – human alpha-thrombin inhibitors, primary screen, counter-screen for coagulation protease inhibitor project, biochemical, 1536-well, fluorogenic AMC substrate | inhibition, % at 5 µM | Prothrombin (Homo sapiens), P00734 | 0.26% of 220,000 active | Boc-VPR-AMC fluorogenic substrate cleavage;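 active = inhibition at or above 40%; inactive = inhibition below 40%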;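 also: 0% = enzyme with no compound and 100% = wells without enzyme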
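System: Human alpha-thrombin protein | Medium: pH 7.5 Tris (50 mM) with NaCl 150 mM, Tween 20 0.05% | Times: Enzyme reaction carried out at room temperature | Detection: AMC fluorescence, 355/460 nm | Evaluation: Percent inhibition scaled between no-compound controls and no-enzyme blanks | Benchmarks: Enzyme without compound as high, wells lacking enzyme as low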
p47phox inh – p47phox/p22phox peptide binding inhibitors, primary screen, biochemical, uHTS, NADPH oxidase regulatory subunit. Neutrophil cytosol factor 1 (Homo sapiens), P14598. fluorescence polarization, 2 h. inhibition, % at 24.7 µM. 0.53% of 220,000 active;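 also: 0% = p47phox with labelled peptide and 100% = labelled peptide alone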
* hit, by the source's call; . = not tested or not shown; [ ] = dose if it differs, or a comment.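 The calls were made as follows, unless noted: active = inhibition above about 30% (limit read from the data); inactive = the rest.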 An unsorted share of the library (roughly 4.7% active in at least one column).

The opening 2 records as a preview:
SMILES | EBV gp42 block | eIF4E-4G inh | Furin inhibitor | 14-3-3 Bad PPI | Rad51 HR inh | KLK5 inh | KCC2 mod | thrombin 1536 | p47phox inh
CCCn1nc2cc(C(=O)NC3CCCc4ccccc43)ccc2c1OCC (centres undefined) | 4 | 7 | -10[20 µM] | 12 | -4 | -35 | 1.3 | -1 | 19
O=C(/C=C/c1ccc(Cl)cc1Cl)NC(=S)Nc1ccccn1 | -1 | 1 | -18[20 µM] | -2 | -15 | -5 | . | 1 | 1

Main list, from the start:
SMILES | EBV gp42 block | eIF4E-4G inh | Furin inhibitor | 14-3-3 Bad PPI | Rad51 HR inh | KLK5 inh | KCC2 mod | thrombin 1536 | p47phox inh
CCCn1nc2cc(C(=O)NC3CCCc4ccccc43)ccc2c1OCC (centres undefined) | 4 | 7 | -10[20 µM] | 12 | -4 | -35 | 1.3 | -1 | 19
O=C(/C=C/c1ccc(Cl)cc1Cl)NC(=S)Nc1ccccn1 | -1 | 1 | -18[20 µM] | -2 | -15 | -5 | . | 1 | 1
O=C(CCl)NCc1c(Cl)cccc1-n1cccc1 | 0 | 6 | -13 | -16 | -4 | -1 | 0.35 | 0 | 3
COc1ccc(C2N(c3ccc(OC)cc3)C(=O)C3CCCN32)cc1 (centres undefined) | -3 | 0 | -31 | -10 | -5 | 12 | 1.1 | -11 | 0
CC(c1ccccc1)N(NC(=O)C(O)(c1ccccc1)c1ccccc1)C(=O)c1ccccc1 (centres undefined) | -7 | -2 | -29 | -2 | 12 | -5 | -0.11 | -1 | -12
COc1ccc(OC)c(C2=Nn3c(nnc3C3CCCCC3)SC2)c1 | 4 | 10 | -1[20 µM] | -3 | -5 | -10 | -1.5 | -12 | 2
OCCCNc1ncnc2c1[nH]c1ccccc12 | -9 | 5 | -18 | 2 | . | 0 | 0.83 | -8 | -6
Cc1ccc(S(=O)(=O)N(C)C)cc1NC(=O)c1cccs1 | -12 | -7 | -24 | 3 | . | 2 | -0.022 | -5 | -15
Cc1nn(C)cc1C(C)Nc1nc2nonc2nc1N1CCCCC1 (centres undefined) | -4 | 5 | -6 | -1 | . | . | -0.91 | -2 | 3
CCN(CC)c1nc2n(c(=O)n1)CCO2 | 6 | 4 | -12[20 µM] | 14 | -3 | -7 | 0.4 | -6 | -2
Cc1ccc2nc(NC(=O)CCCc3nc4ccccc4s3)sc2c1 | -40 | -2 | -5[20 µM] | -5[fluorescence artefact?] | 7 | 5 | -0.2 | 4 | -27
Cc1ccc(OCC(=O)N2CCCCC2)c(Br)c1 | -4 | 3 | -20[20 µM] | 8 | 0 | 48* | . | 3 | -6
CN1CCC(NC(=O)Nc2ccc(Br)cc2)CC1 | -44 | 1 | -19 | -5 | . | -1 | -0.66 | -7 | -12
Cc1c(C#N)c(N)nc(Cl)c1C#N | -13 | 7 | -20 | -11 | 4 | 14 | . | -4 | -16
Cc1ccc([N+](=O)[O-])cc1N | 8 | -2 | -26 | 19 | -1 | -17 | 1.6 | 0 | -7
CC(=O)Nc1cccc(Nc2nc(-c3ccccc3)nc3ccccc23)c1 | -6 | 1 | -38 | -5 | 1 | 0 | 0.17 | 1 | -38
CCN(CC)c1ccc(/C=N/NS(=O)(=O)c2ccc(C)c([N+](=O)[O-])c2)cc1 | 5 | -1 | 6 | -16 | -6 | -10 | 0.35 | -3 | -6
CC1CCN(c2ccc([N+](=O)[O-])cc2C(N)=O)CC1 | -11 | 1 | -4 | -5 | . | -8 | 0.016 | -5 | -6
O=C(Cc1cccs1)OCC(=O)c1ccco1 | 14 | 9 | -22 | 0 | 6 | -19 | 0.084 | -5 | -5
COc1ccc(C(C(=O)NC2CCCC2)N(Cc2ccccc2)C(=O)c2nsc(Cl)c2Cl)cc1 (centres undefined) | 3 | -29 | -13[20 µM] | -4 | -4 | -13 | -0.45 | -10 | -3
CCN(CC)c1ccc(NC(=S)NCC2CCCO2)cc1 (centres undefined) | -13 | 2 | -19 | -10 | . | -9 | . | -7 | -8
CCOc1cc(NC(=S)Nc2ccc(Cl)cc2)c(OCC)cc1NC(C)=O | -10 | 7 | -24 | -5 | 7 | 2 | 0.26 | -10 | -1
CSCCNCc1c(C(=O)N2CCOCC2)nc2c(C)cccn12 | -5 | -4 | -13 | -9 | 8 | 0 | -0.008 | -12 | -6
C=CCn1c(SCC(=O)c2[nH]c(C)c(C(=O)OCC)c2C)nc2scc(-c3ccccc3)c2c1=O | -16 | 22[fluorescence artefact?] | -20 | 2[fluorescence artefact?] | -16 | -12 | 0.45 | -6 | -21
COc1ccc(Cl)cc1NC(=O)C(=O)NCc1ccncc1 | -5 | 0 | 0 | -9 | 2 | -1 | 0.03 | -14 | -2

Individual results from the entries so far.
CCN(CC)c1ccc(/C=N/NS(=O)(=O)c2ccc(C)c([N+](=O)[O-])c2)cc1 in KLK5 inh reads -10
Cc1c(C#N)c(N)nc(Cl)c1C#N in KLK5 inh reads 14
CC(=O)Nc1cccc(Nc2nc(-c3ccccc3)nc3ccccc23)c1 in eIF4E-4G inh reads 1
Cc1ccc(OCC(=O)N2CCCCC2)c(Br)c1 in EBV gp42 block reads -4
O=C(CCl)NCc1c(Cl)cccc1-n1cccc1 in KCC2 mod reads 0.35
CCCn1nc2cc(C(=O)NC3CCCc4ccccc43)ccc2c1OCC (centres undefined) in EBV gp42 block reads 4
CCN(CC)c1ccc(NC(=S)NCC2CCCO2)cc1 (centres undefined) in p47phox inh reads -8

(cont.)
SMILES | EBV gp42 block | eIF4E-4G inh | Furin inhibitor | 14-3-3 Bad PPI | Rad51 HR inh | KLK5 inh | KCC2 mod | thrombin 1536 | p47phox inh
O=C(c1ccc(Br)o1)N1CCN=C1SCc1cccnc1 | -14 | -5 | -29 | 10 | -7 | -5 | -0.35 | -3 | 5
CC(C)c1cc(CNC(=O)CCc2nnc(CCCCc3ccccc3)o2)on1 | 5 | -1 | -12 | 7 | -1 | -4 | -1.6 | 5 | -3
CCCCNc1oc(-c2cccs2)nc1S(=O)(=O)c1ccccc1 | -1 | 7 | -20[20 µM] | -20 | 1 | -9 | -0.011 | 2 | 26
N/C(=N\OC(=O)Cc1ccc(-c2ccccc2)cc1)c1ccccn1 | -10 | -8 | -13[20 µM] | 3 | -1 | -5 | 1 | -1 | -11
Cn1c(=O)n(C)c2cc(S(=O)(=O)NCc3ccco3)ccc21 | -2 | -10[fluorescence artefact?] | -11 | -11 | 5 | 6 | 0.97 | -4 | -1
Cc1ccc(-n2nc(C)c(C3(O)C(=O)N(C)c4ccccc43)c2N)cc1 (centres undefined) | -4 | -2[fluorescence artefact?] | -16 | 0 | 3 | -8 | 0.91 | -8 | -10
COc1ccc(OC)c(NC(=O)CCNS(=O)(=O)c2ccc3c(c2)c(=O)n(C)c(=O)n3C)c1 | -12 | 0 | -18 | -15 | 21 | -7 | 0.31 | -5 | -6
COC(=O)c1sc(N2C(=O)C(O)=C(C(=O)c3ccc(C)o3)C2c2ccc(F)cc2)nc1C (centres undefined) | -22 | -1 | -12[20 µM] | -2 | 1 | 51* | -2.2 | 20 | -88
CC(=O)C1=C(C)OC(N)=C(C#N)C1c1cc2cc(C)c(C)cc2nc1Cl (centres undefined) | -11 | -5 | -25[20 µM] | -21[fluorescence artefact?] | 8 | -18 | . | -8 | -12
Cn1cccc1Cc1nnc(SCC(=O)NCCc2ccccc2)n1C | -8 | 3 | -36 | 0 | . | . | -0.013 | -1 | .
Cc1ccc(OCc2ccc(C(=O)Nc3ccc(C(N)=O)cc3)o2)c([N+](=O)[O-])c1 | 1 | 14 | -16 | 2 | 1 | -2 | 0.037 | -8 | 8
CN(C)C(=O)Nc1cnc2ccccc2c1 | -13 | 0 | -4 | 7 | -8 | -1 | . | -6 | -4
CCCCCOc1ccc(C2C(C(C)=O)=C(C)Nc3ncnn32)cc1OC (centres undefined) | -16 | 1[fluorescence artefact?] | -17 | -1[fluorescence artefact?] | . | -15 | 0.35 | -3 | -8
O=C(Cc1ccccc1)Nc1ccc(-c2nnc(-c3ccco3)o2)cc1 | -19 | 3 | -14[20 µM] | 24[fluorescence artefact?] | -3 | -30 | -0.96 | 3 | -8
COC(=O)[C@@H]1C[C@H]2CC[C@H](O)C[C@H]2N1Cc1ccc(C(F)(F)F)cc1 | -17 | -2 | -37 | 1 | 0 | 2 | -0.35 | -2 | -29
CC(C)CC(C)c1cc(N)nc2nc3ccccc3n12 (centres undefined) | -9 | 0 | -9 | 7 | -12 | -10 | -1.5 | -7 | -9
CCOC(=O)c1c(-c2cccs2)csc1NC(=O)CN(CC)CC | -2 | 7[fluorescence artefact?] | -12[20 µM] | -4 | 9 | -1 | -0.19 | 3 | 0
N=C1C(c2nc3ccccc3c(=O)[nH]2)=C(O)CN1c1ccccc1 | 3 | 8 | -8[20 µM] | 19[fluorescence artefact?] | -3 | -14 | -0.0057 | -7 | 1
Cc1ccc(-c2nn(C)c(=O)c3ccccc23)cc1S(=O)(=O)N1CCCC1 | -17 | -1 | -11 | 5 | 2 | -5 | 0.87 | -8 | -1
CCC(Oc1cc(Cl)ccc1Cl)C(=O)NNC(=O)CCC(=O)O (centres undefined) | -19 | -4 | -20 | 6 | -9 | -9 | 0.67 | 3 | -14
C#CCOCCOCCOCCNc1nc(N2CCN(C(=O)[C@H](CCC(=O)O)n3cc(C(N)[C@H](C)CC)nn3)CC2)nc(N2CCN(C(=O)[C@H](CCC(=O)O)n3cc(C(N)[C@H](C)CC)nn3)CC2)n1 (some centres undefined) | -12 | -1 | -33 | 4 | 0 | 1 | 0.14 | -3 | .
CS/C(N)=N/N=C/c1ccc2c(c1)OCO2 | -6 | 1 | -3 | -5 | -2 | -4 | 0.77 | 2 | -5

Screens (PubChem BioAssay)
